Compound activity as filed in PubChem BioAssay.
ATXN2 expr inh: Primary qHTS for Inhibitors of ATXN expression; AID 1745845, 2022; 360,000 compounds, 0.72% hits; HEK-293 ATXN2-luciferase reporter, luminescence, 24 h; Potency, µM (titrated, usually from 57 µM), for the others: at the highest dose activity change, negative = inhibition, most hits filed as inhibitors; note: % is set by controls: 0 for no effect and ±100 for the full control effect; nearly all actives have a fitted effect of over 55% in size
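qHTS (up to 57 uM final) was run with 24 h compound exposure of reporter cells at 37 °C. Each well was multiplexed: SteadyGlo luminescence measured ATXN2-luciferase expression after a fluorogenic Gly-Phe-AFC viability readout (25 uM final).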
S2 tox: Viability Counterscreen for Primary qHTS for Inhibitors of ATXN expression; S2 cells (HEK-293 line with an ATXN2-luciferase reporter) viability, CellTiter-Fluor protease fluorescence, 24 h; Potency, µM (titrated, usually from 56.7 µM), hits mostly cytotoxic; 400,000 compounds, 0.49% hits; note: nearly all actives have a fitted effect of over 40% in size
Starred values were filed as active, the others as inactive; i = inactive; u = inconclusive; x = no result given; & = joins results of further samples; [ ] = another dose, or the depositor's remark. Calls come from the whole dose curve; as a rule, active = well fitted curve in the direction sought with a large enough effect; inconclusive = small, poorly fitted or top-dose-only effect, or another doubt; inactive = no such curve, though single readings can be large; an effect the other way counts as inactive or inconclusive. Potency is the fitted concentration of half-maximal effect. Not all compounds are listed (hit frequency here may not be typical).

Sample of the layout (22 entries):
molecule	ATXN2 expr inh	S2 tox
CC(C)[C@]12O[C@@H]1[C@@H]1O[C@]13[C@]1(O[C@H]1C[C@@H]1C4=C(CC[C@@]13C)C(=O)OC4)[C@H]2O	0.12µM*	x
CC(C)N[C@@H]1CCn2c(=O)[nH]c3cccc(c32)[C@@H]1O	4%	x
COc1ccc(C(=O)c2c(C)n(CCN3CCOCC3)c3cc(I)ccc23)cc1	u	x
c1cc2c(cc1[C@H]1OC[C@H]3[C@H]1CO[C@H]3c1ccc3c(c1)OCO3)OCO2	4%	x
CC1=C2C[C@@H]3[C@@H](CC=C4C[C@@H](O)CC[C@@]43C)[C@@H]2CC[C@]12O[C@H]1C[C@H](C)CN[C@H]1[C@H]2C	u	x
c1ccc2c(CN3CCNCC3)cccc2c1	u	x
CN1[C@@H]2CC[C@H]1CC(OC(=O)c1cc(Cl)cc(Cl)c1)C2 (some centres undefined)	u	i
Cn1c(CCCC(=O)O)nc2cc(N(CCCl)CCCl)ccc21	u	i
CCN1CCCC1CNC(=O)C(O)(c1ccccc1)c1ccccc1 (centres undefined)	7%	i
CN1CCC(O)(c2ccc(F)cc2)C(C(=O)c2ccc(F)cc2)C1 (centres undefined)	-12%	i
CS(=O)(=O)c1ccc(C(=O)C2C(=O)CCCC2=O)c([N+](=O)[O-])c1	1%[116 µM]	i
O=C(N[C@H]1N=C(c2ccccc2F)c2cccc3c2N(CC3)C1=O)c1cc2ccccc2[nH]1	46%[activator]	u
c1cc2ccc3cccc4ccc(c1)c2c34	u	i
NNc1ccccc1	9%	i
CC(=O)[O][Hg][c]1ccccc1	4.5µM*	4.5µM*
CN1C(=O)CN=C(c2ccccc2)c2cc(Cl)ccc21	31%[activator]	i
O=[N+]([O-])c1c(Cl)c(Cl)cc(Cl)c1Cl	11%[116 µM]	i
C=C1C[C@@H]2[C@H](CC[C@]3(C)C(=O)CC[C@@H]23)[C@@]2(C)C=CC(=O)C=C12	-29%	u
CCCCCCC(=O)CCCCCC/C=C/C[C@@H](O)[C@H](O)[C@@](N)(CO)C(=O)O	-3%[25.6 µM]	i
CC1Sc2c(C(=O)O)c(=O)c3cc(F)c(N4CCNCC4)cc3n21 (centres undefined)	6%	i
CCCN(CCC)C(=O)Cc1c(-c2ccc(Cl)cc2)nc2ccc(Cl)cn12	-1%	u
CN(C)CCc1ccc(O)cc1	5%&-3%	i

Main list, previewed entries included:
molecule	ATXN2 expr inh	S2 tox
CC(C)[C@]12O[C@@H]1[C@@H]1O[C@]13[C@]1(O[C@H]1C[C@@H]1C4=C(CC[C@@]13C)C(=O)OC4)[C@H]2O	0.12µM*	x
CC(C)N[C@@H]1CCn2c(=O)[nH]c3cccc(c32)[C@@H]1O	4%	x
COc1ccc(C(=O)c2c(C)n(CCN3CCOCC3)c3cc(I)ccc23)cc1	u	x
c1cc2c(cc1[C@H]1OC[C@H]3[C@H]1CO[C@H]3c1ccc3c(c1)OCO3)OCO2	4%	x
CC1=C2C[C@@H]3[C@@H](CC=C4C[C@@H](O)CC[C@@]43C)[C@@H]2CC[C@]12O[C@H]1C[C@H](C)CN[C@H]1[C@H]2C	u	x
c1ccc2c(CN3CCNCC3)cccc2c1	u	x
CN1[C@@H]2CC[C@H]1CC(OC(=O)c1cc(Cl)cc(Cl)c1)C2 (some centres undefined)	u	i
Cn1c(CCCC(=O)O)nc2cc(N(CCCl)CCCl)ccc21	u	i
CCN1CCCC1CNC(=O)C(O)(c1ccccc1)c1ccccc1 (centres undefined)	7%	i
CN1CCC(O)(c2ccc(F)cc2)C(C(=O)c2ccc(F)cc2)C1 (centres undefined)	-12%	i
CS(=O)(=O)c1ccc(C(=O)C2C(=O)CCCC2=O)c([N+](=O)[O-])c1	1%[116 µM]	i
O=C(N[C@H]1N=C(c2ccccc2F)c2cccc3c2N(CC3)C1=O)c1cc2ccccc2[nH]1	46%[activator]	u
c1cc2ccc3cccc4ccc(c1)c2c34	u	i
NNc1ccccc1	9%	i
CC(=O)[O][Hg][c]1ccccc1	4.5µM*	4.5µM*
CN1C(=O)CN=C(c2ccccc2)c2cc(Cl)ccc21	31%[activator]	i
O=[N+]([O-])c1c(Cl)c(Cl)cc(Cl)c1Cl	11%[116 µM]	i
C=C1C[C@@H]2[C@H](CC[C@]3(C)C(=O)CC[C@@H]23)[C@@]2(C)C=CC(=O)C=C12	-29%	u
CCCCCCC(=O)CCCCCC/C=C/C[C@@H](O)[C@H](O)[C@@](N)(CO)C(=O)O	-3%[25.6 µM]	i
CC1Sc2c(C(=O)O)c(=O)c3cc(F)c(N4CCNCC4)cc3n21 (centres undefined)	6%	i
CCCN(CCC)C(=O)Cc1c(-c2ccc(Cl)cc2)nc2ccc(Cl)cn12	-1%	u
CN(C)CCc1ccc(O)cc1	5%&-3%	i
CCOC(=O)CC(SP(=S)(OC)OC)C(=O)OCC (centres undefined)	11%	i
CC(Cc1ccccc1)NCCCCl (centres undefined)	-8%	i

CC(CC(C(N)=O)(c1ccccc1)c1ccccc1)N(C)C (centres undefined)
  ATXN2 expr inh: 4% | S2 tox: i

CCOC(=O)C(c1c(O)c2ccccc2oc1=O)c1c(O)c2ccccc2oc1=O
  ATXN2 expr inh: 1% | S2 tox: i

Nc1c(Cl)c(Cl)c(Cl)c(Cl)c1Cl
  ATXN2 expr inh: -8%[116 µM] | S2 tox: i

CCC(C)C(C)(COC(N)=O)COC(N)=O (centres undefined)
  ATXN2 expr inh: 2% | S2 tox: i

CN1C(=O)COc2c(C(=O)NC3CN4CCC3CC4)cc(Cl)cc21 (centres undefined)
  ATXN2 expr inh: -13%&7% | S2 tox: i

O=S(=O)(O)C(F)(F)C(F)(F)C(F)(F)C(F)(F)F
  ATXN2 expr inh: 3%[116 µM] | S2 tox: u

COc1cc(C[C@@H](C)N)c(OC)cc1Br
  ATXN2 expr inh: u | S2 tox: u

Clc1ccccc1N1CCNCC1
  ATXN2 expr inh: 7% | S2 tox: i

CCCC1CCCCN1 (centres undefined)
  ATXN2 expr inh: 11% | S2 tox: i

CC1OC(C)OC(C)O1 (centres undefined)
  ATXN2 expr inh: 8% | S2 tox: i

CN1C2CCC(C)(C)C1CC(OC(=O)C(O)(c1cccs1)c1cccs1)C2 (centres undefined)
  ATXN2 expr inh: 1% | S2 tox: i

CC1=C(C(=O)O)N2C(=O)[C@@H](N)[C@H]2SC1
  ATXN2 expr inh: 2%[25.6 µM] | S2 tox: i

CCNc1nc(Cl)nc(NCC)n1
  ATXN2 expr inh: 1% | S2 tox: i

COP(=S)(OC)Oc1ccc(S(=O)(=O)N(C)C)cc1
  ATXN2 expr inh: -4% | S2 tox: i

COCC(=O)N(c1c(C)cccc1C)C(C)C(=O)OC (centres undefined)
  ATXN2 expr inh: 2% | S2 tox: i

Nc1ccccc1C(=O)OCC(O)CO (centres undefined)
  ATXN2 expr inh: 7% | S2 tox: i

COc1nn(CSP(=S)(OC)OC)c(=O)s1
  ATXN2 expr inh: u | S2 tox: u

c1ccc2c(c1)sc1ccccc12
  ATXN2 expr inh: 6% | S2 tox: i

O=C1c2ccccc2C(=O)c2ccccc21
  ATXN2 expr inh: 3%[25.6 µM] | S2 tox: i

COc1cc(CCN)cc(OC)c1OC
  ATXN2 expr inh: 4%[116 µM] | S2 tox: i

CC(C)(C)NC[C@H](O)c1ccc(O)cc1Cl
  ATXN2 expr inh: 14% | S2 tox: u

CC(C)(N)Cc1ccc(Cl)cc1
  ATXN2 expr inh: -8% | S2 tox: i

CC(C)=CC1C(C(=O)OCN2C(=O)C3=C(CCCC3)C2=O)C1(C)C (centres undefined)
  ATXN2 expr inh: u | S2 tox: i

CC[C@]1(O)CC[C@H]2[C@@H]3CCC4=CCCC[C@@H]4[C@H]3CC[C@@]21C
  ATXN2 expr inh: -23% | S2 tox: u

Cc1nc2ccccc2c(=O)n1-c1ccccc1Cl
  ATXN2 expr inh: -26%[116 µM] | S2 tox: u

O=C(O)C(Cl)Cl
  ATXN2 expr inh: 5% | S2 tox: i
